Screens as filed in PubChem BioAssay.
TNF death inh = TNF-alpha cell death inhibition in Jurkat FADD-/- cells | Jurkat FADD-/- TNF necroptosis rescue, ATP luminescence, 24 h; 0 = TNF only, 100 = no-TNF cells | hit rate 0.068% among 220,000 | activation (protection from cell death), % at 10 µM | AID 463075;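 active means activation, meaning protection from cell death, of at least 50% relative to plate controls; inactive means activation below 50%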;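 further: necroptosis triggered by 40 ng/mL TNF-alpha added together with compound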
RBBP9 inh = blocks human serine hydrolase RBBP9; AID 1515; inhibition, % at 7.94 µM; hit rate 0.2% among 220,000; recombinant RBBP9, FP-Rh probe fluorescence polarization; O75884;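 active means inhibition above the campaign mean of all tested compounds plus 3 SD, cut at about 14% in these data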;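 further: plate controls were DMSO wells with RBBP9 for no effect and wells lacking RBBP9 protein for full effect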
Target sequence (O75884 whole entry, looked up): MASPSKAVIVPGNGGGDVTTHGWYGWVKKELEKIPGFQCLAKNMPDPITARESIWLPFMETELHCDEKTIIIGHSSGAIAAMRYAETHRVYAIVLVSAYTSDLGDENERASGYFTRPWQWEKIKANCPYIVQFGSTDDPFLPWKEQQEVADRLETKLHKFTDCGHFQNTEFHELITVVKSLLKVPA
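Test system – recombinant human RBBP9 · Input – RBBP9 2.5 µM in dispensing solution, pre-mixing · Medium – Tris buffer pH 8.0, NaCl, Pluronic · Schedule – preincubation 30 min plus labeling 45 min at 25 °C · Measured by – fluorescence polarization · Measure – % inhibition · Controls – DMSO and no-protein wells · Replicates – one well per compound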
Hck-Nef inh = inhibitors of human Hck kinase activated by Nef; inhibition, % at 20 µM; Recombinant Hck-YEEI plus Nef, Z-Lyte FRET kinase assay; hit rate 0.68% among 220,000;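 active means Hck-Nef kinase inhibition above about 50%, limit read from the data; inactive means inhibition below that limit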;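 further: 0% = DMSO with Hck plus Nef and 100% = Hck alone without Nef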
Target sequence (P08631 whole entry, looked up): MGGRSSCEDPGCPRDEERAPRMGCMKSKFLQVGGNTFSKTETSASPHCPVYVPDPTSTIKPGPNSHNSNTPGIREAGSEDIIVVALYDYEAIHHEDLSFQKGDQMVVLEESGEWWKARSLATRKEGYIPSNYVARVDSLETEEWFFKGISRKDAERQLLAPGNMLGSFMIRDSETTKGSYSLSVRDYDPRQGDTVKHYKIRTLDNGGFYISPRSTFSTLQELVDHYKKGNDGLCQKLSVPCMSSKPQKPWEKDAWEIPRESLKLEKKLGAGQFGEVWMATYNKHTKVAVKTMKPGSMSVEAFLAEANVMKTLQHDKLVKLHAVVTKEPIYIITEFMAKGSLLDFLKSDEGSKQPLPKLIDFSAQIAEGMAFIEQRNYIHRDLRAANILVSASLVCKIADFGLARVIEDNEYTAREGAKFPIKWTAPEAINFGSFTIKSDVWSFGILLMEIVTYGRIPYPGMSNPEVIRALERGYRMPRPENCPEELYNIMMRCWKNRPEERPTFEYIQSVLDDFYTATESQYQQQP
EP2 modulator = modulators of human EP2 prostaglandin E2 receptor. P43116. EP2-expressing cells, cAMP HTRF FRET, PGE2 co-stimulation. hit rate 0.83% among 260,000. induction, % at 25 µM;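 active means compounds whose cAMP rise, as percent of the full-agonist control response, exceeds 60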;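 further: rat C6 glioma line stably carrying human EP2 under a CMV promoter; the protocol text gives 20 µM as final concentration; 100% = response of wells given 1 µM PGE2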
Target sequence (P43116 whole entry, looked up): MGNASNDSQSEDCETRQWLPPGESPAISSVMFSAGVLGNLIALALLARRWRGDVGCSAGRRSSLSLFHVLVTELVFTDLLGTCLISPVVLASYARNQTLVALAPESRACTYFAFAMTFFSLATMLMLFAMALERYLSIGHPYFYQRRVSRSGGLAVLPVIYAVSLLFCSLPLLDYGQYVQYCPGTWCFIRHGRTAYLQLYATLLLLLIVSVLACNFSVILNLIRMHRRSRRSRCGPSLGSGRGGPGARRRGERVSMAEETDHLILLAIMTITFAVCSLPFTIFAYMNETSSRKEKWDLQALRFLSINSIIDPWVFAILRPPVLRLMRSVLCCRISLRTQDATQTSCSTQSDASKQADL
Runt-CBFb FRET = Runt domain-CBFb interaction inhibition. inhibition, % at 20 µM. Q01196+Q13951. Cerulean-Runt/Venus-CBFb FRET ratio 530/480, 1 h. hit rate 0.46% among 220,000. AID 1496;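 active means inhibition over about 50% at 20 µM in the single-dose screen, limit read from the data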;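 further: 0% = DMSO wells and 100% = excess unlabeled CBFb competitor control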
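Buffer or medium: Tris pH 7.5 buffer with BSA. Assay system: Cerulean-labeled Runt domain protein. Amount: each fluorescent fusion protein 100 nM. Read-out basis: loss of energy transfer signal. Incubation: 1 h compound exposure, room temperature. Probe or stimulus: Venus-CBFb binding partner, 100 nM. Detection: FRET, excitation 422 nm, emission at 530 and 480 nm.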
PERK inh = human PERK inhibition, primary cell-based screen | Q9NZJ5 | CHO PERK-DD fusion, SEAP luminescence translation reporter | inhibition, % at 5.6 µM | hit rate 0.17% among 220,000;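 active means inhibition above the mean inhibition of all tested compounds plus 3 SD, set separately per screening campaign, cut at about 2.9% in these data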;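 further: PERK kinase domain activated by AP20187 dimerizer at 100 nM; 0% = DMSO with dimerizer and 100% = rapamycin at 8.4 µM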
EP2 antag = inhibitors of human EP2 prostaglandin E2 receptor | P43116 | C6 glioma cells expressing human EP2, cAMP TR-FRET; cells stimulated with saturating PGE2 | inhibition, % at 25 µM | hit rate 0.52% among 260,000 | AID 1422;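 active means percent inhibition above 40 after rounding to a whole number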;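 further: rat C6 glioma host cells with rolipram phosphodiesterase inhibitor present; the protocol text gives 20 µM as final concentration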
Runt-SMMHC FRET = Runt domain-CBFb-SMMHC interaction inhibition; Q01196+Q13951; Cerulean-Runt/Venus-CBFb-SMMHC FRET ratio 530/480, 1 h; inhibition, % at 20 µM; hit rate 0.74% among 220,000;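 active means mean inhibition across duplicate retests at 20 µM reaching about 50%, limit read from the data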;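 further: 0% = DMSO wells and 100% = wells with excess untagged CBFb-SMMHC; inhibitors lower the FRET ratio by blocking Runt binding to CBFb-SMMHC; some results filed as inactive read as strong as hits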
L929 necroptosis = L929 zVAD cell death inhibition; L929 zVAD necroptosis rescue, ATP luminescence, 24 h; with zVAD 60 µM; viability rescue, % at 10 µM; hit rate 0.38% among 220,000; AID 1377;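 active means activation, scaled between plate controls, above about 75%, limit read from the data; inactive means activation under that limit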;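 further: 0% = zVAD with DMSO and 100% = DMSO alone without zVAD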
An asterisk follows results filed as active; · = no result given; & = joins results of further samples.

SMILES	TNF death inh	RBBP9 inh	Hck-Nef inh	EP2 modulator	Runt-CBFb FRET	PERK inh	EP2 antag	Runt-SMMHC FRET	L929 necroptosis
O=c1cc(CSc2nnc(-c3ccccc3)o2)c2ccccc2[nH]1	0.9	-3	19	-3	-2	0.1	5	-1	0.7
CC(C)C1S/C(=N/N=C/c2ccco2)NC1=O (stereo not drawn)	-1.9	-10	-1	9	-2	1.1	1	2	-0.3
Cc1ccc2c(c1)NC(C(C)(C)C)CO2 (stereo not drawn)	1.3	-10	-5	-19	-1	0.1	4	-1	-0.1
CCOc1nc(N2CCOCC2)nc(C)c1[N+](=O)[O-]	0.1	-5	3	14	0	0.4	3	5	0.1
Cc1cc(NS(=O)(=O)c2ccc(NC(=O)C(C(C)C)N3C(=O)c4ccccc4C3=O)cc2)nc(C)n1 (stereo not drawn)	-0.5	-8	0	6	2	0.8	2	-6	0.7
CCOc1ccccc1NC(=O)Nc1ccc(Br)cn1	-0.9	-13	19	8	-1	0.0	6	2	4.3
CCOC(=O)c1c(C)n(C)c2cc(-c3ccc(F)cc3)c(O)cc12	1.1	-7	2	0	4	0.3	11	0	1.1
O=C(N/N=C/c1ccncc1)c1cccc([N+](=O)[O-])c1	-0.3	0	3	16	1	0.5	6	0	0.9
O=C1CSC(c2cn(-c3ccccc3)nc2-c2cccs2)N1CC1CCCO1 (stereo not drawn)	-1.2	2	2	30	-6	-0.2	8	-2	0.0
COc1ccc(C(=O)Nc2c(C(C)(C)C)nn(C)c2C(C)(C)C)cc1	-0.1	-6	11	-25	1	0.3	10	-2	0.7
OCCN(CC#CCn1c2ccccc2c2ccccc21)CCO	-1.5	-8	6	-19	-1	-0.2	6	2	-0.4
COc1ccc(-c2nnc(NC(=O)c3ccc(S(=O)(=O)N4COCC4(C)C)cc3)o2)cc1	-7.0	-7	-1	-7	-2	-1.0	·	2	0.9
Cc1ccc(CNC(=O)CN(C)S(=O)(=O)c2cccc3cccnc23)cc1	0.5	-10	0	5	1	-0.7	23	0	-1.2
Cc1cc2ncn(C(=O)N3CCCCCC3)c2cc1C	1.3	4	9	-13	-3	-0.3	18	3	0.3
CN(Cc1cccnc1)Cc1cn(Cc2ccccc2)nc1-c1ccc2c(c1)OCO2	1.9	-3	17	39	-1	0.1	6	-3	-0.8
CCN(CC)C(=O)Cn1cc(S(=O)(=O)CC(=O)Nc2ccc3c(c2)OCCO3)c2ccccc21	0.6	-6	-27	32	-1	1.1	3	3	1.9
CCOc1ccc(C(=O)Nc2c3c(nn2-c2cccc(C)c2C)CS(=O)C3)cc1 (stereo not drawn)	0.9	-3	1	19	2	0.6	10	0	0.1
CC1CC(C)CN(C(=O)Cn2c(=O)n(CCCCC(=O)NC3CCCC3)c(=O)c3ccccc32)C1 (stereo not drawn)	0.5	-5	3	14	-4	1.1	14	-4	-0.4
COc1ccc(CC(=O)N(Cc2cc3cc(OC)ccc3[nH]c2=O)C(C)C)cc1	-2.0	-4	0	6	2	-1.8	17	16	-0.2
O=C(COc1cccc(Br)c1)N/N=C/C(=O)c1ccccc1	0.8	-10	40	-28	-3	0.2	0	1	6.8
Cc1cccc(/C=N/Nc2cc(N3CCOCC3)nc(N3CCOCC3)n2)c1	14	-14	1	80*	-4	-1.0	4	0	-1.7
Cc1ccccc1Nc1nnc(SCC(=O)NC(=O)Nc2ccc3c(c2)OCCO3)s1	0.3	-10	1	15	2	0.0	10	-5	1.5
NC(=O)c1cccnc1Oc1ccc(Cl)cc1Cl	-0.1	-3	11	-20	2	0.9	9	0	0.1
O=C1c2ccccc2NC(c2ccccc2Br)N1CCCN1CCOCC1 (stereo not drawn)	4.0	0	-1	-2	3	-0.8	6	4	-0.6
CCN(CC)c1ccc(/C=N/N2CCOCC2)c(O)c1	-0.3	-3	5	-10	1	1.3	10	-4	2.0
CC(NC(=O)c1ccc(N2CCNCC2)c([N+](=O)[O-])c1)C12CC3CC(CC(C3)C1)C2 (stereo not drawn)	-13	-5	-1	-18	-2	0.3	5	-2	21
CC(=O)c1cc(NC(=O)c2ccc([N+](=O)[O-])cc2)c(=O)oc1C	-1.4	4	8	13	21	1.1	4	16	-0.1
CCc1ccccc1NC(=O)CCC(=O)OCC(=O)c1ccc(-c2ccccc2)cc1	0.2	-8	2	-19	-4	0.3	12	-2	0.8
Cc1ccc(/C=C2\SC(=S)N(CCC(=O)NNS(=O)(=O)c3ccccc3)C2=O)cc1	0.8	-8	25	65*	-9	0.1	9	-22	-1.4
N#CC(Cc1ccc(OC(F)F)cc1)c1nc2ccccc2[nH]1 (stereo not drawn)	2.0	-5	0	8	2	-0.6	7	2	-0.1

Brought forward from above: 3 entries; new compounds follow.
SMILES	TNF death inh	RBBP9 inh	Hck-Nef inh	EP2 modulator	Runt-CBFb FRET	PERK inh	EP2 antag	Runt-SMMHC FRET	L929 necroptosis
CCc1ccccc1NC(=O)CCC(=O)OCC(=O)c1ccc(-c2ccccc2)cc1	0.2	-8	2	-19	-4	0.3	12	-2	0.8
Cc1ccc(/C=C2\SC(=S)N(CCC(=O)NNS(=O)(=O)c3ccccc3)C2=O)cc1	0.8	-8	25	65*	-9	0.1	9	-22	-1.4
N#CC(Cc1ccc(OC(F)F)cc1)c1nc2ccccc2[nH]1 (stereo not drawn)	2.0	-5	0	8	2	-0.6	7	2	-0.1
Cc1nc2nc(C)c(CCC(=O)O)c(C)n2n1	-0.8	-6	0	-1	1	0.4	10	3	0.3
CCN1C(=O)[C@H]2[C@H]3[C@H](O)[C@H](O)C/C(=N\OC[C@@H](C)[C@H](OCc4ccccc4)C(C)C)[C@@H]3CC[C@H]2C1=O	-1.2	-13	-10	12	-6	-0.7	·	19	0.5
C=CCNC(C(=O)Nc1cccc(OC)c1)c1ccccc1 (stereo not drawn)	1.0	-3	17	16	0	1.0	7	-3	0.1
CC1(C)Oc2ccc3ccc(=O)oc3c2-c2cn[nH]c21	-7.3	-10	29	5	-2	-0.7	4	8	75*
O=C(CSc1ccc(Cl)cc1)Nc1ccc(N2CCN(C(=O)c3ccc(Cl)cc3)CC2)cc1	-7.8	4	0	-28	2	1.5	3	0	0.2
COc1ccccc1NC(=O)c1ccc(-c2ccccc2F)o1	0.5	-2	5	31	1	-0.5	8	-1	1.0
CCOc1ccc(NC(=O)NC(=O)N(C(C)C)S(C)(=O)=O)cc1	0.1	-6	23	-15	-1	-0.1	7	2	2.7
Nc1c(-c2nn[nH]n2)cnn1-c1cc(Cl)cc(Cl)c1	3.6	-11	13	3	1	0.5	12	1	0.6
Cc1cc(S(=O)(=O)NCc2ccc(N3CCN(C)CC3)cc2)c(C)s1	-4.3	-2	9	-8	5	-0.2	15	1	0.8
COc1ccc(Cc2nnc(Nc3ccc(Cl)cc3)[nH]c2=O)cc1	-1.2	-8	21	-1	0	-0.5	0	0	-0.4
CCNCCC(CCC(C)C)c1ccc2c(c1)OCO2 (stereo not drawn)	0.5	-6	4	16	0	0.0	2	0	-0.4
CCN(CC)C(=O)COC(=O)c1ccc(O)cc1	0.7	-4	0	33	1	-0.1	5	3	-0.2
Cn1c(-c2ccccc2)cnc1SCC(=O)N1CCCc2ccccc21	1.1	-4	2	-6	0	-0.9	8	0	0.3
CC1=CC(C)(C)Nc2ccc(OC(=O)CN3C(=O)c4ccccc4C3=O)cc21	-8.0	6	0	7	-4	0.3	19	2	14
CN(C(=O)COC(=O)c1ccccc1C(=O)N1CCN(c2ccccc2)CC1)c1ccccc1	-0.4	-5	5	25	-3	-0.3	5	-4	0.2
Cc1oc(=O)c(NC(=O)c2ccccc2)cc1C(N)=O	-0.1	13	17	5	0	1.7	8	3	0.9
CCc1cccc(CC)c1NC(=O)CSc1nc2ccc(N3C(=O)C4C(C3=O)[C@H]3C=C[C@@H]4C3)cc2s1 (stereo partly drawn)	0.3	-3	0	-15	-13	-0.2	12	5	1.1
CCCC(=O)c1cc2c(cc1NC(=O)CC)OCCO2	-1.8	-2	5	20	-2	0.6	12	2	1.2
C=C(C)c1ccc(C(C)(C)NC(=O)NCc2ccco2)cc1	-1.7	-4	0	10	1	0.1	10	1	-0.3
Nc1cccnc1Oc1ccccc1F	1.9	-11	7	0	0	1.1	2	-1	0.5
O=C(c1ccco1)N1CCN(Cc2nc3ccc([N+](=O)[O-])cc3c(=O)n2-c2ccccc2F)CC1	0.1	0	-2	-18	4	-0.6	10	2	0.0
COc1ccc(C2=NNC(c3cccnc3)=Nc3ccc(OC)cc32)cc1	-1.7	-4	19	1	-1	-0.1	10	-4	1.7
N#C/C(=C/Nc1ccccc1)c1ccsc1	-0.4	3	1	-21	0	1.3	19	-7	0.8
COc1ccc(N2C(=O)CC(S/C(N)=N/N=C/c3ccnc4ccccc34)C2=O)cc1 (stereo not drawn)	1.2	-2	31	-7	-4	0.8	9	-7	28
CC(C)(O)C#Cc1ccc(CN2CCN(Cc3ccccc3)C(CCO)C2)s1 (stereo not drawn)	1.0	-3	1	-12	2	0.8	5	-2	0.5
Cc1cc(C)n(-c2cc(Cl)cc(Cl)c2)c(=O)c1C#N	-0.5	-9	5	-8&28	-2	0.1	7&15	4	0.5
O=C(CN1C(=O)c2cccc3cccc1c23)Nc1ccc(S(=O)(=O)N2CCOCC2)cc1	-3.0	0	0	-11	-6	-0.8	11	-11	0.1
COc1cc(OC)cc(C(=O)Nc2ncc3c(n2)CC(C)(C)CC3=O)c1	-3.0	-5	1	-12	-1	-0.1	4	4	0.5
CCOC(=O)Cc1[nH]nc2c1C(Cc1ccccc1)C(C#N)=C(N)O2 (stereo not drawn)	-3.2	-10	11	17	0	0.1	17	0	0.0
CC(C)C(=O)Nc1nnn(C)n1	0.7	6	0	13	-1	1.8	4	1	0.8
COc1cc2c(O)c3c(c(-c4ccc5c(c4)OCO5)c2cc1OC)C(=O)OC3	-3.3	-10	3	7	12	-0.6	8	29	0.6
O=C(/C(=C(\[O-])c1ccccc1)[n+]1ccc2ccccc2c1)c1ccc([N+](=O)[O-])cc1	0.3	-5	3	24	0	0.7	6	-4	0.0
COCCNC(=O)/C(C#N)=C/c1ccc(SC)cc1	-2.4	-5	23	-41	1	0.5	7	2	1.9
Cc1ccc2[nH]c3c(=O)n(CCC4=CCCCC4)cnc3c2c1	-0.6	-3	0	-16	-2	0.5	14	3	-0.1
Cc1cc(C)cc(NC(=O)c2cccc(NC(=O)C3C4CC5OC(=O)C3C5C4)c2)c1 (stereo not drawn)	0.4	-6	0	-8	1	-2.0	9	-2	0.6
C=CCNC(=O)C(=O)NN=C1CCN(C)CC1	-0.1	-3	1	8	0	1.2	12	3	-0.9
Cc1cc(Cl)ccc1C(=O)C1CCCN(C(=O)CCn2cnnn2)C1 (stereo not drawn)	-0.8	-6	2	-20	-1	0.6	8	-7	-0.7

Not all compounds are listed. The share of hits here may be higher or lower than overall.
